Assay outcomes (PubChem BioAssay)
CHRM1 PAM: human CHRM1 positive allosteric modulation; P11229; CHO-K1 hM1, Fluo-8 calcium fluorescence, ACh EC20; 0% = ACh EC20, 100% = maximal ACh; activation, % at 3 µM; hit rate 0.088% among 360,000; in the data active = activation above about 19%, passing the limit was not always enough
Target sequence (P11229 whole entry, looked up): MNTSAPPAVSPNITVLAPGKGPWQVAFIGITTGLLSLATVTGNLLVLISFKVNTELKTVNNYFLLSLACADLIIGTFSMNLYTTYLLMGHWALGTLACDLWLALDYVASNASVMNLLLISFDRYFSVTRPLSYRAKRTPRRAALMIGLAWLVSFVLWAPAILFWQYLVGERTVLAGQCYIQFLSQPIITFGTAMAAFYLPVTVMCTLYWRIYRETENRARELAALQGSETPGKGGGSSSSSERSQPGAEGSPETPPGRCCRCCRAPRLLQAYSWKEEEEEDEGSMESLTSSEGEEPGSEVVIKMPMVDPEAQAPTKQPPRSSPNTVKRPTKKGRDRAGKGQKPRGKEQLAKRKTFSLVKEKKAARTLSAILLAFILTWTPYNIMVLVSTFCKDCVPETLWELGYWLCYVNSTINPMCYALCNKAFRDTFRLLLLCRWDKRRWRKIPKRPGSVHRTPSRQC
M1 antag: blocks human M1 muscarinic receptor; CHO-K1 hM1, Fluo-8 calcium fluorescence, ACh EC80 antagonist; inhibition, % at 3 µM; hit rate 1.3% among 360,000; AID 588852;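 active = percent inhibition above its own plate's cutoff, namely the mean of that plate's compound wells plus 3 SD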;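 note: peak over basal fluorescence ratio during 140 s after agonist addition; 0% = ACh EC80 plus DMSO and 100% = DMSO alone without agonist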
OXTR ag: agonists of human oxytocin receptor. P30559. CHO-OTR cells, Fluo-8 calcium fluorescence; normalized: DMSO 0%, oxytocin 100%. activation, % at 3 µM. hit rate 0.32% among 320,000. AID 2435;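 active = activation above the mean of all tested compounds plus 3 SD, cutoff set per screening run, cut at about 20% in these data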;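 note: peak over basal fluorescence ratio from a 100 s FLIPR kinetic read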
Target sequence (P30559 whole entry, looked up): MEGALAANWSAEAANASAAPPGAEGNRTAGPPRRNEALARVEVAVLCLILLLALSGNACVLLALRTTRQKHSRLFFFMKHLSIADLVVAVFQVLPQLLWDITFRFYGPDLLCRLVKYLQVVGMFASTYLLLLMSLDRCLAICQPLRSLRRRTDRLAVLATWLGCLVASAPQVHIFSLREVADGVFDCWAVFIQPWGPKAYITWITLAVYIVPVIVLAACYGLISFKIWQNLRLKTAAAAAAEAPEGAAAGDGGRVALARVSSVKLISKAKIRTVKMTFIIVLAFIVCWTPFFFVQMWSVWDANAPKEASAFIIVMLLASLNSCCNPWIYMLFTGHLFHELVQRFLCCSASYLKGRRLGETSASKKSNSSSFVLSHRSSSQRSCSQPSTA
CHO parental Ca: counter-screen: ATP calcium response change in parental CHO cells | parental CHO-K1, ATP-induced calcium, Fluo-8 fluorescence | inhibition, % at 5.6 µM | hit rate 0.63% among 330,000;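 active = inhibition above that plate's mean sample inhibition plus 3 SD, cut at about 26% in these data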;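 note: 0% = ATP-challenged DMSO wells and 100% = DMSO wells without ATP; some compounds past the cut are filed as inactive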
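Material – parental CHO cells · Reagent – ATP stimulus · Compound – single nominal dose of 5.6 µM per compound · Detection – Fluo-8 fluorescence · Read-out basis – percent inhibition of calcium signal · Controls – ATP-challenged DMSO wells low, unchallenged DMSO wells high · Repeats – no replicates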
V1aR counter: V1a receptor agonism, counter-screen for OXTR agonists | CHO-V1R cells, Fluo-8 calcium fluorescence, agonist mode; 0% DMSO, 100% 3 nM vasopressin | activation, % at 3 µM | hit rate 0.25% among 320,000 | AID 2797;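 active = activation above the mean activation of all tested compounds plus 3 SD, per screening run, cut at about 20% in these data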;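 note: signal is peak over basal fluorescence ratio across a 100 second FLIPR read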
TAAR1 agonist: human TAAR1 agonism. Q96RJ0. CHO RD-HGA16 TAAR1, Fluo-8 calcium fluorescence; vehicle wells 0%, saturating PEA agonist 100%. activation, % at 3 µM. hit rate 0.99% among 360,000;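 active = activation above the mean activation of all test compounds in the run plus 3 SD, cut at about 38% in these data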
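Signal – calcium-sensitive Fluo-8 signal, excitation 470-495, emission 515-575 nm · System – RD-HGA16 (CHO) cells co-expressing Gα16 and hTAAR1 · Incubation – 17-24 h seeding, 75 min 37 °C dye, 30 min RT · Compound dosing – 3 µM single concentration · Repeats – no replicates (n 1)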
M1 ag: activates human CHRM1 receptor; P11229; CHO-K1 hM1, Fluo-8 calcium fluorescence, agonist mode; 0% DMSO, 100% acetylcholine EC100; activation, % at 3 µM; hit rate 0.33% among 360,000; AID 588814;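 active = activation above the run's mean compound activation plus 3 SD, cut at about 16% in these data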;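 note: peak over basal fluorescence ratio within a 140 s kinetic read after compound addition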
TAAR1 antag: human TAAR1 antagonism; inhibition, % at 3 µM; hit rate 1.5% among 360,000; AID 624466; Q96RJ0; CHO RD-HGA16 TAAR1, Fluo-8 calcium fluorescence, antagonist;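 active = inhibition above a per-plate cutoff, the mean inhibition of test compounds on that plate plus 3 SD, cut at about 49% in these data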;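 note: 0% = DMSO plus EC80 beta-PEA response and 100% = DMSO alone without agonist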
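Test system: CHO RD-HGA16 cells bearing hTAAR1 | Reagent: β-PEA, EC80 | Compound dosing: 3 µM, single point | Schedule: Dye loading 75 min at 37 °C, then 30 min room temperature | Signal: Calcium fluorescence with Fluo-8 | Evaluation: Percent inhibition of PEA-evoked calcium signal, max/basal emission ratio | Control set: DMSO-only wells and EC80 β-PEA-stimulated wells | Repeats: Singlicate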
OXTR potentiator: human OXTR potentiation | P30559 | CHO-OTR cells, Fluo-8 calcium fluorescence, potentiator mode; 0% = oxytocin EC15, 100% = EC100 | activation, % at 3 µM | hit rate 0.061% among 320,000 | AID 2445;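 active = activation above that plate's cutoff, the mean activation of tested compounds plus 3 SD, cut at about 6.6% in these data, passing the limit was not always enough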;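 note: 100% uses oxytocin at 75 nM as the full agonist control; some results filed as inactive read as strong as hits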
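Measured by – Fluo-8 calcium dye fluorescence · Test system – human OTR in CHO cells · Dosing – one concentration, 3.0 µM compound · Controls – EC15 oxytocin alone as 0%, 75 nM oxytocin as 100% · Evaluation – normalized max/min fluorescence ratio, % activation · Timing – 6 min pre-incubation, 100 s read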
The depositor's hits bear a star; . = not tested or not shown.

canonical_smiles	CHRM1 PAM	M1 antag	OXTR ag	CHO parental Ca	V1aR counter	TAAR1 agonist	M1 ag	TAAR1 antag	OXTR potentiator
CN(C)/C=N/c1sc2c(c1C#N)CCC2	-5	-4	-1.2	-11	-0.7	-1	-4	1	-6
O=C(N/N=C/C=C/c1ccccc1[N+](=O)[O-])c1cccnc1	1	-6	1.1	-1	0.5	-1	-3	13	0
O=S(=O)(c1ccc2ccccc2c1)N1CCN(S(=O)(=O)N2CCCCC2)CC1	-1	2	-1.0	-8	0.5	14	-4	10	-8
CCOC(=O)Cc1csc(NC(=O)CSc2nnnn2-c2ccc(F)cc2)n1	2	-5	6.1	-4	9.5	13	9	6	-9
COc1ccc2nc(N(CCN(C)C)C(=O)c3ccc4ncsc4c3)sc2c1	-8	16	.	.	.	6	-4	-13	.
COC(CN1C(=O)C(O)=C(C(C)=O)C1c1ccccn1)OC (configuration not stated)	5	-27	0.7	1	0.2	4	-1	9	-8
C(=N\N1CCN(C2c3ccccc3-c3ccccc32)CC1)/c1ccccn1	0	-3	-0.8	-11	-0.1	14	-1	9	-10
Cc1ccc(C(=O)N2CCC(C(=O)c3c(C)cc(C)cc3C)CC2)cc1	-6	7	1.1	-13	1.3	0	-2	-10	-7
CCC(O)(CC)C(=O)N=Nc1c(O)[nH]c2ccccc12	1	0	0.6	-13	0.3	1	-4	2	1
COc1ccc(NC(=O)CN(c2ccccc2F)S(=O)(=O)c2ccc(C)cc2)c(OC)c1	0	-8	-2.3	-31	2.4	-1	-5	-11	-23
O=C(c1ccc(-n2cncn2)c([N+](=O)[O-])c1)N1CCN(S(=O)(=O)c2cccc(F)c2)CC1	4	-7	-0.1	-13	0.2	2	-4	-16	-6
CCC1(c2ccc(F)cc2)NC(=O)N(CC(=O)N2CCN(S(=O)(=O)c3ccc(C)cc3C)CC2)C1=O (configuration not stated)	2	3	.	.	.	0	-5	-1	.
CC(=O)Nc1nnc(SCc2cccc(F)c2)s1	7	-10	3.7	5	0.2	1	0	0	1
Cc1ccc(C(=O)N2NC(c3ccc(F)cc3)C3C(=O)N(c4ccc(C)cc4)C(=O)C32)cc1 (configuration not stated)	9	-17	0.2	-33	1.4	0	-2	6	-4
Cc1ccc(C(NC(=O)C2CCCCC2)c2c(O)ccc3ccccc23)cc1 (configuration not stated)	-7	4	-1.6	-20	-0.5	0	-9	4	-9
CCCCN(C)C(=O)c1cn(C)c2ccc(S(=O)(=O)N3CCC(C)CC3)cc2c1=O	7	1	-0.9	-14	-1.0	.	-4	.	-9
CC(C)(C)C(=O)Nc1ccccc1C(=O)Nc1cc(Cl)ccc1Cl	0	-1	-0.1	-15	-0.7	54*	-4	27	-3
CC1CN(C(=S)NC(=O)C2CCCCC2)CC(C)O1 (configuration not stated)	14	-6	-0.6	-8	-0.4	2	-6	1	0
O=S(=O)(Nc1ncccn1)c1ccc(NC(=S)N2CCN(Cc3ccc(F)cc3Cl)CC2)cc1	5	-4	-1.1	-14	-0.4	0	-4	-17	-6
Cc1c(Cl)cccc1NC(=O)NCc1cccnc1	3	-3	.	.	.	0	-4	-3	.

Ordered by heavy-atom count (low to high): some entries from above
canonical_smiles	CHRM1 PAM	M1 antag	OXTR ag	CHO parental Ca	V1aR counter	TAAR1 agonist	M1 ag	TAAR1 antag	OXTR potentiator
CC(C)(C)C(=O)Nc1ccccc1C(=O)Nc1cc(Cl)ccc1Cl	0	-1	-0.1	-15	-0.7	54*	-4	27	-3
CCCCN(C)C(=O)c1cn(C)c2ccc(S(=O)(=O)N3CCC(C)CC3)cc2c1=O	7	1	-0.9	-14	-1.0	.	-4	.	-9
O=S(=O)(Nc1ncccn1)c1ccc(NC(=S)N2CCN(Cc3ccc(F)cc3Cl)CC2)cc1	5	-4	-1.1	-14	-0.4	0	-4	-17	-6

(list continues)
canonical_smiles	CHRM1 PAM	M1 antag	OXTR ag	CHO parental Ca	V1aR counter	TAAR1 agonist	M1 ag	TAAR1 antag	OXTR potentiator
C=CCOC1COC2C(OCC=C)COC12 (configuration not stated)	12	-27	.	.	.	1	-2	-1	.
C=CCc1ccccc1OCC(O)CN1CCOCC1 (configuration not stated)	20	-16	-0.6	-18	0.7	1	-2	-8	-1
N#CC1(c2ccccc2)CCC(=NNS(=O)(=O)c2ccccc2)CC1 (configuration not stated)	3	-2	-1.2	-12	-0.8	6	-5	3	-8
O=[N+]([O-])c1ccc(O)c(/C=N/Nc2ccccn2)c1	-13	23	2.2	87*	0.0	45*	15	73*	-9
COC(=O)c1nn(-c2ccc(F)cc2)ccc1=O	6	-15	0.0	-5	1.0	1	-3	-26	-1
COc1ccccc1-c1nnc(C2CCN(S(=O)(=O)c3ccccc3[N+](=O)[O-])CC2)o1	-1	-4	5.9	-13	8.2	4	5	-16	-10
CC#CCN(CC#CC)S(=O)(=O)c1ccc(S(=O)(=O)N2CCOCC2)cc1	1	4	0.4	-1	1.8	5	-7	5	-5
CCOc1ccccc1NC(=S)N1CCN(c2nc(-c3cccc(OC)c3)cs2)CC1	7	-5	-2.2	-14	0.3	8	-3	15	-15
Cc1ccc(/C=N/NC(=O)c2ccccn2)s1	2	-12	-1.1	5	-0.1	-1	-6	-1	-1
COC(=O)CN1C(=O)CC(C)(C)Sc2ccccc21	2	5	0.0	-10	0.2	0	-1	-10	-3
COc1ccccc1N1C(=NC(=O)COc2ccccc2)SC2CS(=O)(=O)CC21 (configuration not stated)	5	-3	1.2	-14	1.2	2	0	-13	-4
CCOC(=O)C1(Cc2ccccc2C(F)(F)F)CCN(C(=O)c2cc(C(C)=O)n[nH]2)CC1	8	-7	-1.0	-21	0.3	6	-10	7	2
COCCN1Cc2cccc(C(=O)NC3CCCCCC3)c2C1=O	6	-4	-0.6	-12	0.1	0	-8	-26	-9
CCNC(=O)C1(C)CCN(C(=O)c2ccc3ccccc3c2)C1 (configuration not stated)	6	-20	.	.	.	2	-4	-10	.
c1cnc2c(SCc3ccc(-c4nnco4)cc3)cccc2c1	15	-45	0.3	-26	0.6	6	16*	23	-14
CCCCNC(=O)C1CC(=O)N(CCC(C)C)C1 (configuration not stated)	8	-13	1.6	2	0.6	2	-1	11	2
COc1ccc(/C=C2/Sc3ccc(C(=O)NCCN4CCCCCC4)cc3NC2=O)cc1	4	1	4.3	-9	3.8	6	-4	14	-4
Cc1nc(-c2ccc(F)cc2)c(CC(=O)N2CCN(S(=O)(=O)c3ccccc3Br)CC2)s1	-4	1	-1.2	-25	-1.0	1	-5	13	-9
CCOC(=O)CNC(=O)Cn1cnc2c(oc3ccccc32)c1=O	3	-4	1.8	-3	1.0	1	-1	-16	-7
COc1ccc(/C=C(/NC(=O)c2cccs2)C(=O)Nc2ccc(C)cc2)cc1OC	7	1	-2.6	-12	-0.3	5	-10	8	-7

Continued (3 carried over from the part before).
canonical_smiles	CHRM1 PAM	M1 antag	OXTR ag	CHO parental Ca	V1aR counter	TAAR1 agonist	M1 ag	TAAR1 antag	OXTR potentiator
Cc1nc(-c2ccc(F)cc2)c(CC(=O)N2CCN(S(=O)(=O)c3ccccc3Br)CC2)s1	-4	1	-1.2	-25	-1.0	1	-5	13	-9
CCOC(=O)CNC(=O)Cn1cnc2c(oc3ccccc32)c1=O	3	-4	1.8	-3	1.0	1	-1	-16	-7
COc1ccc(/C=C(/NC(=O)c2cccs2)C(=O)Nc2ccc(C)cc2)cc1OC	7	1	-2.6	-12	-0.3	5	-10	8	-7
OCc1ccc2c(c1)c(-c1ccc3c(c1)OCCO3)c(-c1ccccc1)n2-c1ccccc1	-3	18	1.5	-17	1.1	5	-3	62*	-3
CC(=O)Nc1ccc(-n2nnnc2SCC(=O)N2CCN(C(=O)c3ccco3)CC2)cc1	4	-5	0.6	-7	-0.4	13	0	3	-4
S=c1c2c(nc3nc[nH]n13)CCC2	-2	2	1.2	-5	-0.9	0	-1	-14	-1
CCCn1c(SCC(=O)N2CCOCC2)nnc1-c1ccncc1	4	-6	1.6	9	0.6	2	-2	-6	6
COC(=O)/C=C1\SC(=Nc2ccc(Cl)c(Cl)c2)NC1=O	-2	2	1.1	-16	0.9	3	-1	12	-5
O=C(COc1ccc(Cl)cc1[N+](=O)[O-])NC1CCCCC1	-1	3	-0.5	-18	1.6	5	-2	19	-23
CC1(C(=O)Nc2cccc(Oc3ccccc3)c2)CCN1Cc1cc2ccccc2o1 (configuration not stated)	4	-13	.	.	.	0	0	-6	.
CN1CCCCCC1=NC1=C(C#N)CCCC1	3	-7	0.0	-11	-0.5	6	-5	-18	-9
CC(C)CC(=O)NC(=S)Nc1ccc(CN2CCOCC2)cc1	10	-18	1.0	-7	1.8	4	-1	21	-1
O=C(NC(Cc1c[nH]c2ccccc12)C(=O)O)/C(=C\c1ccc2c(c1)OCO2)NC(=O)c1ccccc1 (configuration not stated)	11	-12	-0.6	-9	0.5	8	-1	-3	-2
C/C(=N\NC(=S)NCc1ccccc1)c1ccccc1	4	-3	-2.5	-13	0.6	4	-9	-8	-8
Cc1c(OC(C)C(=O)O)ccc2c3c(c(=O)oc12)CCCC3 (configuration not stated)	6	-6	-0.5	4	0.3	4	-2	-3	-13
O=C(/C=C/c1ccc([N+](=O)[O-])s1)N1CCCCC1	-4	6	-0.9	-25	0.2	1	-10	-1	-4
CCN(C#N)c1nc(N(C)C)nc(N(C)C)n1	9	-11	-2.6	-6	-0.9	8	-5	17	3

TAAR1 antag, what is marked active above
Compound | CHRM1 PAM | M1 antag | M1 ag | TAAR1 antag
O=[N+]([O-])c1ccc(O)c(/C=N/Nc2ccccn2)c1 | -13 | 23 | 15 | 73*
OCc1ccc2c(c1)c(-c1ccc3c(c1)OCCO3)c(-c1ccccc1)n2-c1ccccc1 | -3 | 18 | -3 | 62*
